Assay outcomes (PubChem BioAssay)
NTMT1 inhibitor – inhibitors of human N-terminal methyltransferase NTMT1; 59,000 compounds, 2.5% hits; Potency, µM (doses to about 114 µM), for inactives: at the highest dose activity change, negative = inhibition, actives largely listed as inhibitors; NTMT1 MTase-Glo SAH luminescence, purified enzyme;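 further: potency means the concentration at half of the fitted maximal effect; plate controls were DMSO vehicle for no effect and no enzyme for full effect; nearly all actives have a fitted effect of over 65% in size; many of its hits are not listed in these tables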
Target sequence (Q9BV86 whole entry, looked up): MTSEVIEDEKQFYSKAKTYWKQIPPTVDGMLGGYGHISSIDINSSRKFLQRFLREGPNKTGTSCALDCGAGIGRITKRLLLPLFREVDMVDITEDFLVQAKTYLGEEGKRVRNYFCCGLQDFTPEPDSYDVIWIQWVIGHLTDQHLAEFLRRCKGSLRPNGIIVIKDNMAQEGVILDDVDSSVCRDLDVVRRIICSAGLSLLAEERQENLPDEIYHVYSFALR
PTAP-TSG101 blk – inhibitors of HIV-1 PTAP binding to human TSG101, validation. Q99816. Fluorescence polarization, FITC-PTAP peptide/Tsg101, 20 min. Potency, µM (top dose mostly 115 µM), without a hit: at the top dose activity change, negative = inhibition, actives largely listed as inhibitors. 44,000 tested, under 10 active; further: potency means the concentration at half of the fitted maximal effect; 0% is about no effect
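qHTS FP binding, 20 min r.t.: 10 uM Tsg101 domain + 50 nM FITC-PTAP peptide, pH 7.5 HEPES buffer with TCEP and EDTA.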
p53null 32C tox – selectivity test: cytotoxicity in p53 null cells, permissive temperature; H1299-neo p53 null cells, ATP luminescence, 24 h, 32C; Potency, µM (titrated, usually from 46.1 µM), without a hit: at the highest dose activity change, negative = cytotoxicity, actives largely listed as cytotoxic; 55,000 compounds, 0.62% hits;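 further: potency means the concentration at half of the fitted maximal effect; 0% = DMSO only and -100% = full killing by 100 µM tamoxifen; nearly all actives have a fitted effect of over 55% in size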
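H1299-neo, 600 cells/well; overnight 37C; cpd up to 46 uM, 24 h at 32C; ATPlite luminescence after 20 min RT; normalized to DMSO (0%) and tamoxifen 100 uM (100% kill); Hill-fit AC50.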
B2AR arrestin ag – beta-arrestin recruitment by human beta2-adrenergic receptor ligands | HTLA Tango cells, beta-arrestin recruitment, luciferase luminescence, 18 h | Potency, µM (highest dose often 46.1 µM), for inactives: at the top dose activation, usual class: activators | 44,000 tested, under 10 active | AID 1347077;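 further: potency means the concentration at half of the fitted maximal effect; 0% = DMSO and full agonism = EC100 isoproterenol or metaproterenol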
Target sequence (P07550 whole entry, looked up): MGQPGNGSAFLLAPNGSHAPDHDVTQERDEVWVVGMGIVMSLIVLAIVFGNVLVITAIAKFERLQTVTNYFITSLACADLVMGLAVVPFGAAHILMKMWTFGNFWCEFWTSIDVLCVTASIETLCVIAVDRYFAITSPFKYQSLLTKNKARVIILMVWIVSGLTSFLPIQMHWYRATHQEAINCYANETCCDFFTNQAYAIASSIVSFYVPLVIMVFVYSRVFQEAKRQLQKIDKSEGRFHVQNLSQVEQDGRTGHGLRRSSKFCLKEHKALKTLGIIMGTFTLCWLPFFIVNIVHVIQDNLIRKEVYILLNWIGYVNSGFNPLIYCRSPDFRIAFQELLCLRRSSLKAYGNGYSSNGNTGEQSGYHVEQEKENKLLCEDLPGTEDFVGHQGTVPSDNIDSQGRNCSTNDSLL
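Receptor–beta-arrestin recruitment read by tTA-responsive luciferase: compound titrations (up to 46 µM) incubated 18 h with Tango cells, then luminescent substrate 15 min at room temperature. Concentration-response fits classified by r2, efficacy and activity.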
p53null 39C tox – selectivity test: cytotoxicity in p53 null cells, nonpermissive temperature; H1299 p53-null (neo) cells, 39C, ATPlite viability, 24 h; Potency, µM (top dose mostly 46.1 µM), inactives show at the top dose activity, negative = cell killing, hits mostly cytotoxic; 55,000 compounds, 0.97% hits;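 further: potency means the concentration at half of the fitted maximal effect; 0% = DMSO only and -100% = full killing by 100 µM tamoxifen; nearly all actives have a fitted effect of over 50% in size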
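Following overnight plating at 37C (600 cells/well), H1299-neo or H1299-p53A138V cells are dosed up to 46 uM. Incubation lasts 24 hr at 39C before ATP detection.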
GALK inhibitor – GALK (human) enzyme inhibition | recombinant GALK, Kinase-Glo ATP luminescence, 1 h | 44,000 tested, under 10 active | Potency, µM (series often up to 57.5 µM), inactives show at the highest dose activity, negative = inhibition, usual class: inhibitors | P51570 | AID 1347072;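 further: plate controls were full GALK reaction for no effect and reaction lacking GALK for full effect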
Target sequence (P51570 whole entry, looked up): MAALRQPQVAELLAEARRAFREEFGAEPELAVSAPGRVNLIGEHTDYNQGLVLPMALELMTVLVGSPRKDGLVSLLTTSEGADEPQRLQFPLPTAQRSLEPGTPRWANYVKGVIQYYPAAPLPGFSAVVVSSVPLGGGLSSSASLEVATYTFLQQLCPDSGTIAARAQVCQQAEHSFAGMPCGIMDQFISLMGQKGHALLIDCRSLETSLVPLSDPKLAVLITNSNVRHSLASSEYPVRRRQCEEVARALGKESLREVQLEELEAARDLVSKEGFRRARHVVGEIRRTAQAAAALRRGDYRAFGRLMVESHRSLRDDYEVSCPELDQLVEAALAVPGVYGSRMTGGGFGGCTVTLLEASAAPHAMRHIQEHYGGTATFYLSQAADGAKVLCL
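Luminescent ATP-depletion readout (Kinase-Glo Plus) after 1 h room-temperature incubation of human GALK (5 nM) with galactose 100 µM and ATP 35 µM, pH 8.0 HEPES/Mg2+ buffer; compounds tested in qHTS format.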
FH mod – Identification of activators of human fumarate hydratase by quantitative high-throughput screening; Fumarate hydratase, mitochondrial (Homo sapiens), P07954; FH coupled MDH/diaphorase resazurin fluorescence, 15 min; Potency, µM (doses to about 79.9 µM), for the others: top-dose activity change, negative = inhibition, hits mostly inhibitors; 54,000 compounds, 0.22% hits; AID 1347055, 2019; further: potency means the concentration at half of the fitted maximal effect; on the % scale 0 is the no-effect control and ±100 the full control effect; the screen sought activators but most active calls are inhibition curves; nearly all actives have a fitted effect of over 45% in size
* marks the source's active call; other numbers are inactive results; ? = inconclusive; [ ] = remark or other dose. The call rests on the fitted dose curve; in most records, active means well fitted curve in the direction sought with a large enough effect; inconclusive means small, poorly fitted or top-dose-only effect, or another doubt; inactive means no such curve, though single readings can be large; an effect the other way counts as inactive or inconclusive. Not all compounds are listed; count on the stated rates, not on these rows.

SMILES | NTMT1 inhibitor | PTAP-TSG101 blk | p53null 32C tox | B2AR arrestin ag | p53null 39C tox | GALK inhibitor | FH mod
CCC(C)Sc1oc(-c2ccco2)nc1S(=O)(=O)c1ccc(C)cc1 (configuration not stated) | ? | 1.2% | 31.5%[activator] | 1.0% | 8.3% | 2.5% | ?
COc1ccccc1CNC(=O)c1ccc2nc(N3CCCCC3)sc2c1 | ? | -0.4% | 3.2% | -0.8% | 5.4% | 4.3% | -19.7%
COc1cccc(CSc2nc3cc(OC)c(OC)cc3c3nc(CCn4nc(C)cc4C)nn23)c1 | 4.6% | -0.5% | -6.8% | 0.8% | -7.2% | 7.0% | -15.2%
CSC1=NC2(CCN(C(=O)NC3CCCCC3)CC2)N=C1c1ccc(C)c(C)c1 | 16.1% | 0.1% | -7.3% | 2.1% | -7.6% | 0.4% | 2.9%
CCOc1ccc(NC(=O)N2CCC(CN3CCCCCC3)CC2)cc1 | ? | -1.9% | -9.0% | -0.3% | -12.3% | 2.6% | 0.8%
COc1ccc(C(=O)c2cn(Cc3ccc(C)cc3)c3cc4c(cc3c2=O)OCO4)cc1 | 4.4% | 2.3% | -20.7% | ? | -24.5% | 8.0% | -13.6%
CCc1ccccc1NC(=O)Cn1c(=O)nc(-c2ccccc2)c2ccccc21 | 2.4% | 7.0% | -4.8% | 1.1% | -22.3% | -0.8% | 3.7%
Cc1ccccc1NC(=O)c1ccc(F)c(S(=O)(=O)N2CCN(c3ccccc3F)CC2)c1 | -9.4% | 0.8% | 7.9% | 1.7% | 8.5% | -0.5% | -3.9%
Cc1ccc(OCC(=O)Nc2cccc(-c3nc4ccccc4s3)c2)cc1 | -26.3% | -3.9% | -29.7% | -2.7% | ? | 16.9% | ?
CCOc1ccc(-n2c(=O)c3c(C)c(C)sc3n(CC(=O)N3CCC(C)CC3)c2=O)cc1 | -0.7% | -3.8% | 15.1% | 1.0% | 7.3% | 6.7% | 12.5%
CC(C)c1cnc2c(c1SCC(=O)N1CCCCC1)c(=O)n(C)c(=O)n2C | ? | 1.1% | -4.0% | 0.4% | 20.6% | 2.3% | -4.5%
CC(C)c1ccc(NC(=O)CN2C(=O)CSc3ccc(S(=O)(=O)N4CCCC4)cc32)cc1 | ? | 1.0% | 10.0% | 3.9% | -8.5% | -5.9% | -25.2%
COc1ccc(NC(=O)CSc2nccn2Cc2ccco2)c(OC)c1 | -11.2% | -1.8% | ? | -0.4% | ? | 1.5% | 6.1%
Cc1cc2c(cc1S(=O)(=O)NCc1ccccc1Cl)OCC(=O)N2 | -5.7% | -0.1% | 4.9% | 0.8% | ? | 1.8% | -1.9%
O=c1c2ccccc2n2c(-c3ccccc3F)nnc2n1CCc1ccccc1 | 6.0% | -3.4% | 3.7% | -2.4% | 25.0% | ? | -17.6%
Cc1nc(-c2ccc(Cl)cc2)sc1CCNC(=O)c1cccs1 | 8.8% | 2.6% | -9.7% | 1.4% | 0.8% | 0.0% | ?
COc1cc(C(CC(=O)NCc2ccc(F)cc2)N2Cc3ccccc3C2=O)cc(OC)c1OC (configuration not stated) | 6.6% | -7.9% | 1.9% | 0.7% | -1.9% | 3.1% | 2.4%
CCCN1C(=O)c2[nH]nc(-c3ccccc3O)c2C1c1ccc(OCc2ccccc2)c(OCC)c1 (configuration not stated) | 37.2%[activator] | 4.1% | 43.9%[activator] | 6.9% | -2.6% | -2.8% | ?
COc1ccc(-c2cn3c(n2)sc2cc(C(=O)NC4CCCc5ccccc54)ccc23)cc1 (configuration not stated) | 8.9% | 0.0% | 1.7% | -0.9% | 3.3% | 3.3% | -2.2%
COc1ccc(C2C(=O)N(C3CCCCC3)CC(=O)N2Cc2ccccc2Cl)cc1OC (configuration not stated) | 5.3% | -13.2% | 12.0% | 0.0% | 9.8% | 0.6% | 1.9%
COc1ccc(Nc2nc(Nc3ccc(OC)cc3OC)nc(N3CCOCC3)n2)c(OC)c1 | 5.1% | -2.1% | -0.2% | -1.7% | 3.8% | -1.0% | ?
Cc1cc2nn(-c3ccccc3)nc2cc1NC(=O)c1cccc2c(Cl)cccc12 | 4.7% | -2.7% | 6.0% | -0.7% | -6.6% | -0.4% | 11.2%
CCOC(=O)c1c(-c2ccccc2)csc1NC(=O)c1cc(-c2ccc(Cl)cc2)on1 | 2.7% | 0.3% | 6.3% | -0.8% | 28.7% | 7.0% | -5.6%
CCOC(=O)C1(C)C=C(Nc2cccc(C(=O)O)c2)C(=O)N1c1cccc(C(=O)O)c1 (configuration not stated) | 4.3% | -7.3% | 7.0% | -1.8% | 1.4% | 3.0% | -17.0%
CCN(c1ccccc1)C(CNS(=O)(=O)c1ccccc1)c1ccccc1 (configuration not stated) | -1.6% | 1.3% | 25.1% | -3.6% | ? | -0.2% | ?
Cc1ccc(-n2c(=O)c3c(cnn3C)n(Cc3ccc(Cl)cc3)c2=O)cc1 | 0.7% | 2.1% | 6.3% | -1.7% | -6.2% | 1.4% | 5.1%
CCOC(=O)N1CCc2c(sc3c2c(=O)n(-c2ccc(F)cc2)c(=O)n3CC(=O)c2ccc(Cl)cc2)C1 | 3.0% | 9.5% | 3.9% | 1.0% | -27.9% | 8.0% | -2.6%
CNC(=O)C1CCC(Cn2c(=O)c3sccc3n(CC(=O)NCc3cccc(OC)c3)c2=O)CC1 (configuration not stated) | 4.5% | -1.4% | -10.7% | 0.1% | -0.4% | -2.9% | 0.4%
CCOC(=O)c1cnc(N2CCN(c3ccc(OC)cc3)CC2)c2ccccc12 | -1.2% | -6.8% | -7.9% | 0.8% | -25.8% | 2.6% | -20.3%
COc1ccc(CNC(=O)Cn2c(=O)nc(-c3ccccc3)c3cc(Cl)ccc32)cc1OC | 8.3% | -0.4% | -0.5% | -0.5% | ? | -0.6% | -7.0%
Cc1ccc(NC(=O)CN2C(=O)CCSc3ccccc32)c(C)c1 | -15.6% | 4.0% | -7.1% | 0.6% | ? | 5.7% | 4.2%
COc1ccc(Nc2nnc(-c3ccc(C)c(S(N)(=O)=O)c3)c3ccccc23)cc1 | 7.8% | -2.6% | 89.0%[activator] | 0.9% | -14.8% | 0.0% | ?
Cc1cccc(Cn2cc(C(=O)Nc3ccc(S(N)(=O)=O)cc3)ccc2=O)c1 | -13.4% | 0.5% | -3.2% | 0.5% | 13.0% | -6.9% | -1.4%
CCC1CCCCN1CCCNC(=O)CN1C(=O)CSc2ccc(S(=O)(=O)N3CCOCC3)cc21 (configuration not stated) | -8.4% | -0.4% | -1.5% | -0.7% | 0.8% | -1.1% | 0.2%
COc1ccc(-c2oc3ncn4nc(-c5ccccc5Cl)nc4c3c2-c2ccc(OC)cc2)cc1 | 17.6% | -5.4% | 5.9% | 0.0% | -3.8% | -2.6% | 0.0%
Cc1cccc(N2CCN(C(=O)c3oc(=O)c4ccccc4c3-c3ccccc3)CC2C)c1 (configuration not stated) | ? | -4.3% | 24.8% | 0.6% | -4.6% | 8.6% | -15.5%
CCOc1ccccc1NC(=O)C(CC(C)C)NS(=O)(=O)c1ccc2c(c1)oc(=O)n2C (configuration not stated) | -8.5% | 1.3% | 0.6% | 0.8% | 17.8% | 1.3% | -8.0%
COc1cccc2c1Oc1nc(-c3ccccc3)nc(SCC(=O)N3CCCCC3)c1C2 | 1.0% | 0.4% | 0.3% | 0.9% | -5.1% | -2.0% | 0.7%
COc1cccc(CNC(=O)c2cnc3sc(N4CCCC4)nn3c2=O)c1OC | -1.0% | -4.5% | -11.6% | 0.2% | -7.1% | 3.4% | 4.0%
CC1=C(C(=O)OC2CCCC2)C(c2ccc(F)cc2F)CC(=O)N1 (configuration not stated) | 2.7% | 0.5% | 2.6% | -2.4% | 21.7% | 3.3% | -14.3%

7 consecutive compounds already listed, quoted:
SMILES | NTMT1 inhibitor | PTAP-TSG101 blk | p53null 32C tox | B2AR arrestin ag | p53null 39C tox | GALK inhibitor | FH mod
CCC(C)Sc1oc(-c2ccco2)nc1S(=O)(=O)c1ccc(C)cc1 (configuration not stated) | ? | 1.2% | 31.5%[activator] | 1.0% | 8.3% | 2.5% | ?
COc1ccccc1CNC(=O)c1ccc2nc(N3CCCCC3)sc2c1 | ? | -0.4% | 3.2% | -0.8% | 5.4% | 4.3% | -19.7%
COc1cccc(CSc2nc3cc(OC)c(OC)cc3c3nc(CCn4nc(C)cc4C)nn23)c1 | 4.6% | -0.5% | -6.8% | 0.8% | -7.2% | 7.0% | -15.2%
CSC1=NC2(CCN(C(=O)NC3CCCCC3)CC2)N=C1c1ccc(C)c(C)c1 | 16.1% | 0.1% | -7.3% | 2.1% | -7.6% | 0.4% | 2.9%
CCOc1ccc(NC(=O)N2CCC(CN3CCCCCC3)CC2)cc1 | ? | -1.9% | -9.0% | -0.3% | -12.3% | 2.6% | 0.8%
COc1ccc(C(=O)c2cn(Cc3ccc(C)cc3)c3cc4c(cc3c2=O)OCO4)cc1 | 4.4% | 2.3% | -20.7% | ? | -24.5% | 8.0% | -13.6%
CCc1ccccc1NC(=O)Cn1c(=O)nc(-c2ccccc2)c2ccccc21 | 2.4% | 7.0% | -4.8% | 1.1% | -22.3% | -0.8% | 3.7%

(continued)
SMILES | NTMT1 inhibitor | PTAP-TSG101 blk | p53null 32C tox | B2AR arrestin ag | p53null 39C tox | GALK inhibitor | FH mod
COc1cccc(-n2nnc(-c3nc(-c4ccccc4F)no3)c2C)c1 | -0.2% | -2.2% | -22.2% | 0.4% | -24.5% | 2.5% | -4.6%
Cc1cccc(C(=O)N(Cc2ccco2)Cc2ccccc2F)c1 | -3.4% | 1.2% | 8.2% | -0.9% | -8.9% | 0.4% | -14.2%
Cc1ccc(N2CC(c3nnc(Cc4ccc(F)cc4Cl)o3)CC2=O)cc1 (configuration not stated) | 5.4% | 1.4% | 0.9% | 0.8% | -2.3% | -6.8% | -7.3%
CCOc1ccccc1NC(=O)N(C)CCc1c(C)nn(CC)c1C | 0.9% | 0.7% | -7.0% | 0.4% | -14.0% | -0.1% | -1.5%
CCOC(=O)c1c(C)[nH]c(C)c1S(=O)(=O)N1CCC(C(=O)Nc2cc(Cl)ccc2OC)CC1 | 4.6% | -3.7% | -3.3% | 0.3% | 5.9% | -2.5% | -20.2%
CCC(=O)C1=C(c2ccc(Cl)cc2)N(C(=O)CC)n2c(C)nnc2S1 | -0.7% | -11.1% | 15.9% | 9.1% | -2.7% | -4.3% | -7.6%
Cc1ccc(NS(=O)(=O)c2c(C)nc3sccn3c2=O)c(Cl)c1 | -1.2% | 1.1% | -7.2% | 0.8% | -3.9% | 3.3% | -14.3%
CCn1cc(C(=O)N2CCN(c3cc(Cl)ccc3C)CC2)c(=O)c2cc(S(=O)(=O)N3CCCC3)ccc21 | 23.4% | -0.4% | 30.2%[activator] | 0.5% | 0.8% | 1.3% | ?
